Screening data (PubChem)
IL1B secr inh = inhibitors of inflammasome signaling (IL-1 beta secretion) | actives 4.7% (n = 360,000) | AID 743279 | activity change, % at 57.5 µM | THP-1 LPS/ATP IL-1B secretion, AlphaLISA, 16 h; hits give low values; in the data active means activity change below about -50%; inconclusive means mostly about -30% to -49%; further: on the % scale 0 is the no-effect control and ±100 the full control effect
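THP-1 cells pretreated 1 hr with compounds (up to 57.5 uM final), then stimulated with LPS (250 ng/mL final) plus ATP (1.25 mM final); secreted IL-1B measured by AlphaLISA after 16 hr, decreased signal indicating inhibition.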
MCF10A rerep = DNA re-replication induction in MCF 10a cells; AID 624296; MCF 10A DNA re-replication, Hoechst nuclear intensity, 48 h; Potency, µM (series often up to 46.1 µM), for inactives: at the top dose activity, positive = re-replication, actives largely listed as activators; actives 2.9% (n = 350,000); further: potency means the concentration at half of the fitted maximal effect; % of control where 0% means no effect; nearly all actives have a fitted effect of over 50% in size
HT1080-NT tox = kills 2HG-producing HT-1080-NT fibrosarcoma cells; HT-1080-NT fibrosarcoma viability, CellTiter-Glo ATP luminescence, 48 h; Potency, µM (series often up to 46.1 µM), inactives show at the top dose activity, negative = less viability, hits mostly cytotoxic; actives 1.6% (n = 360,000);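 further: NT is the 2HG producing partner of a matched IDH1 knockdown line; potency means the concentration at half of the fitted maximal effect; 0% = DMSO-treated cells and -100% = media-only wells without cells; nearly all actives have a fitted effect of over 55% in size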
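HT-1080-NT fibrosarcoma cells (2HG-overproducing), 750 cells/well in RPMI with 5% FBS, dosed after 2 h and incubated 48 h at 37C. CellTiter-Glo luminescence normalized to DMSO and no-cell wells; concentration-response curves fitted and classed.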
SW480 rerep = DNA re-replication induction in SW480 cells | SW480 DNA re-replication, Hoechst DNA content imaging, 48 h | Potency, µM (highest dose often 46.1 µM), inactives show at the highest dose re-replication activation, hits mostly activators | actives 1.8% (n = 340,000); further: potency means the concentration at half of the fitted maximal effect; % of control where 0% means no effect; nearly all actives have a fitted effect of over 55% in size
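250 cells/well; 23 nL cpd via pin tool; 48 hr, 37 C, 5% CO2; Hoechst 40 min; imager read of total nuclear intensity, ex 405/em 500-530 nm.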
KB-3-1 tox = KB-3-1 parental cell cytotoxicity; actives 1.4% (n = 400,000); Potency, µM (series often up to 46.1 µM), without a hit: at the highest dose activity change, negative = cytotoxic, most hits filed as cytotoxic; KB-3-1 viability, CellTiter-Glo ATP luminescence, 72 h; further: potency means the concentration at half of the fitted maximal effect; on the % scale 0 is the no-effect control and ±100 the full control effect; nearly all actives have a fitted effect of over 60% in size
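Luminescent ATP read-out (CellTiter-Glo) measures survival of drug-naive KB-3-1 cells after 72 h compound exposure at 37 °C. Titration series was screened from lowest to highest concentration, with DMSO vehicle plates as background controls.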
HepG2 viability = kills HepG2 cells in TGF-b inhibitor counter-screen; HepG2 CAGA-GFP viability, ATP luminescence, 18 h; Potency, µM (highest dose often 46.1 µM), without a hit: at the top dose activity change, negative = cytotoxicity, most hits filed as cytotoxic; actives 0.76% (n = 410,000); AID 588856; further: potency means the concentration at half of the fitted maximal effect; some results filed as inactive show a strong effect at the top dose
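HepG2 CAGA-GFP cells (1000/well, DMEM with 1% FBS) received compound, then TGF-beta at 500 pg/mL final, and were incubated 18 hours at 37 degrees C. Viability was read by CellTiter-Glo luminescence. Media-only wells were set as complete cell-killing and DMSO as no toxicity.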
ATXN2 expr inh = ATXN2 expression inhibition; HEK-293 ATXN2-luciferase reporter, luminescence, 24 h; Potency, µM (series often up to 57 µM), for the others: top-dose activity change, negative = inhibition, most hits filed as inhibitors; actives 0.72% (n = 360,000); AID 1745845; further: potency means the concentration at half of the fitted maximal effect; on the % scale 0 is the no-effect control and ±100 the full control effect; nearly all actives have a fitted effect of over 55% in size
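ATXN2-luciferase reporter cells (luciferase flanked by upstream and downstream ATXN2 gene portions) were treated 24 h at 37 °C with compounds at up to 57 uM. SteadyGlo luminescence gave expression; GF-AFC fluorescence gave viability.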
S2 tox = cell viability loss in ATXN counter-screen. S2 cells (HEK-293 line with an ATXN2-luciferase reporter) viability, CellTiter-Fluor protease fluorescence, 24 h. actives 0.49% (n = 400,000). Potency, µM (titrated, usually from 56.7 µM), usual class: cytotoxic; further: potency means the concentration at half of the fitted maximal effect; nearly all actives have a fitted effect of over 40% in size
HT1080 IDH1KD tx = HT-1080 IDH1 knockdown cell toxicity (counter line) | Potency, µM (doses to about 46.1 µM), inactives show at the top dose activity, negative = toxicity, actives largely listed as cytotoxic | HT-1080 IDH1 knockdown viability, ATP luminescence, 48 h | actives 2% (n = 360,000);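 further: potency means the concentration at half of the fitted maximal effect; 0% = DMSO wells and -100% = cell-free medium wells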
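Assay cells: HT-1080 with IDH1 knockdown, 750 per well, RPMI/5% FBS. Exposure: 48 h at 37 °C following 2 h pre-incubation. Read: CellTiter-Glo luminescence; fitted concentration-response, curve class assigned.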
Active calls of the source: *; i = inactive; ? = inconclusive; nt = not tested or not shown; & = joins results of further samples; [ ] = dose if it differs, or a comment. Unless noted, the call rests on the fitted dose curve; in most records, active means well fitted curve in the direction sought with a large enough effect; inconclusive means small, poorly fitted or top-dose-only effect, or another doubt; inactive means no such curve, though single readings can be large; an effect the other way counts as inactive or inconclusive. Random draw from the library, and some 8.9% of all compounds hit somewhere here.

Preview:
SMILES	IL1B secr inh	MCF10A rerep	HT1080-NT tox	SW480 rerep	KB-3-1 tox	HepG2 viability	ATXN2 expr inh	S2 tox	HT1080 IDH1KD tx
CC(C)Cn1c(-c2csc(C(C)C)c2)n[nH]c1=S	-8	?	-16%	?	-8%	-13%	-20%	i	4%
Cc1cc(NCc2ccccn2)ccc1Br	-6	8%	8%	-3%	13%	4%	16%	i	1%
COc1ccc(-n2c(SCC(=O)NNC(=O)c3ccccc3C)nnc2-c2ccncc2)cc1	-4	-1%	6%	-1%	-1%	6%	4%	i	7%
CCN1C(=O)c2ccc(C(=O)NCc3ccco3)cc2C1=O	11	-2%	20%	0%	3%	5%	-17%	0.16µM*	15%
Cc1noc(C)c1S(=O)(=O)N(C)C[C@H]1Oc2ccc(NC(=O)NC(C)C)cc2C(=O)N([C@H](C)CO)C[C@@H]1C	18	17%	18%	-12%	19%	-1%	4%	i	0%
CC(=O)c1cccc(NC(=O)Cn2nc(-c3ccccc3Cl)ccc2=O)c1	54	0%	-18%	-1%	-8%	9%	0%	i	-15%

The listing, repeating the preview:
SMILES	IL1B secr inh	MCF10A rerep	HT1080-NT tox	SW480 rerep	KB-3-1 tox	HepG2 viability	ATXN2 expr inh	S2 tox	HT1080 IDH1KD tx
CC(C)Cn1c(-c2csc(C(C)C)c2)n[nH]c1=S	-8	?	-16%	?	-8%	-13%	-20%	i	4%
Cc1cc(NCc2ccccn2)ccc1Br	-6	8%	8%	-3%	13%	4%	16%	i	1%
COc1ccc(-n2c(SCC(=O)NNC(=O)c3ccccc3C)nnc2-c2ccncc2)cc1	-4	-1%	6%	-1%	-1%	6%	4%	i	7%
CCN1C(=O)c2ccc(C(=O)NCc3ccco3)cc2C1=O	11	-2%	20%	0%	3%	5%	-17%	0.16µM*	15%
Cc1noc(C)c1S(=O)(=O)N(C)C[C@H]1Oc2ccc(NC(=O)NC(C)C)cc2C(=O)N([C@H](C)CO)C[C@@H]1C	18	17%	18%	-12%	19%	-1%	4%	i	0%
CC(=O)c1cccc(NC(=O)Cn2nc(-c3ccccc3Cl)ccc2=O)c1	54	0%	-18%	-1%	-8%	9%	0%	i	-15%
COCCN1C(=O)/C(=C/c2ccc(N3CCCC3)cc2C)SC1=S	0	-5%	-2%	-9%	-1%	-2%	2%	i	-1%
CC(C)NC(=O)C(=O)Nc1cc2c3c(c1)C(C)C(=O)N3CCC2 (stereo not given)	0	7%	6%	-40%	-4%	0%	7%	i	13%
Cc1nc2ccc(NC(=O)Cc3cccs3)cc2s1	-2	12%	16%	-8%	14%	10%	43%[activator]	i	21%
CC(NC(=O)c1cccc(Nc2nc3ccccc3n3nnnc23)c1)c1ccccc1 (stereo not given)	nt	nt	nt	nt	?	6%	1%	i	nt
COc1ccc2c(c1OC)C(=O)N1C2SC[C@H]1C(=O)NCCC(C)C (stereo not given in full)	-5	?	-7%	-5%	-13%	4%	-14%	i	-6%
CC(NC(=S)NNS(=O)(=O)c1cccc([N+](=O)[O-])c1)c1ccccc1 (stereo not given)	6	-1%	0%	-2%	0%	-5%	-13%	i	7%
CCc1ccc2c(c1)NC(=O)C2(C)Cc1ccc(F)cc1 (stereo not given)	25	nt	?	nt	-17%	-12%	-38%	i	?
COC(=O)NNC(=O)c1ccc(C(C)(C)C)cc1	-2	-4%	22%	-299%[inhibitor]	1%	0%	27%	i	15%
O=C(CSc1ccccc1)Nc1ccc(Cl)c(S(=O)(=O)N2CCOCC2)c1	-23	-2%	-20%	-11%	-24%	-7%	-24%	i	-15%
Cc1c(C(=O)O)nn(-c2ccccc2)c(=O)c1C#N	-1	8%	-14%	-7%	3%	2%	-27%	i	-2%
O=C(O)C(Cc1ccccc1)NS(=O)(=O)c1ccc2c(c1)OCCO2 (stereo not given)	17	-3%	4%	-10%	-4%	-8%	-18%	i	15%
CC1=C(C#N)C(=O)OC(C)(C)C1	0	-2%	17%	2%	14%	1%	1%	i	25%
CC(CC(=O)Nc1ccc2c(c1)c(=O)n(C)n2-c1ccccc1F)c1ccccc1 (stereo not given)	-9	nt	7.3µM*	nt	?	-5%	-5%	i	4.1µM*
Cc1cc(C)n(-c2c(F)c(F)c(CN3CCCCC3)c(F)c2F)n1	17	15%	6%	1%	2%	5%	0%	i	12%
CC(=O)Nc1cccc(NC(=O)C(=O)NCC(c2ccco2)N2CCc3ccccc32)c1 (stereo not given)	-8	20%	-21%	-2%	0%	-1%	-5%	i	-26%
COc1ccc(N2CCN(C(=O)c3cc4c(s3)-c3c(C)cccc3OC4)CC2)cc1	nt	nt	nt	nt	14%	10%	10%	i	nt
Cc1nc(SCC(=O)NC2CCS(=O)(=O)C2)c2c(C)c(C)sc2n1 (stereo not given)	-9	8%	-3%	18%	0%	1%	-1%	i	-2%
COc1ccc(OC)c(C(=O)NC2CCCc3c2cnn3-c2cc(C)cc(C)c2)c1 (stereo not given)	-20	nt	?	nt	-29%	-36%	nt	nt	?
O=C(CNC(=O)c1ccccc1)N/N=C/c1ccccc1Cl	-18	-3%	2%	-1%	-7%	3%	-7%	i	8%
CC(=O)c1cc(-c2ccccc2)n(CCC(=O)NCc2cccs2)c1C	-18	0%	1%	-2%	10%	-3%	4%	?	-1%
O=C1CCCC(O)=C1C(C#Cc1ccccc1)C1=C(O)CCCC1=O	-99*	?	?	?	?	16µM*	?	?	?
O=C(NCCc1ccccn1)c1nc(Cn2cc(Br)cn2)no1	6	-3%	9%	-1%	10%	3%	-17%	i	1%
CCc1ccccc1NC(=O)c1cc(S(=O)(=O)N(CC)c2ccccc2)ccc1F	nt	nt	nt	nt	1%	-6%	-28%	?	nt
COc1ccccc1Nc1ncnc2c1c(C)c(C)n2CCCN(C)C	?	?	3%	21µM*	-4%	-72%	?	i	6%
CCOC(=O)C1CCCN(C(=O)c2ccc(S(=O)(=O)NCc3ccco3)cc2)C1 (stereo not given)	5	1%	2%	-5%	0%	-8%	0%	i	3%
O=C(Nc1ccc2oc(-c3ccccc3)nc2c1)c1ccncc1	-6	7%	-11%	-1%	?	0%	6%	i	-19%
Cc1cc(C)c2[nH]c(=O)c(C(c3nnnn3CC3CCCO3)N3CCC(C)CC3)cc2c1 (stereo not given)	-10	19%	4%	?	5%	10%	1%	i	8%
CCOC(=O)[C@]12CCCC=C1N(Cc1cccc3ccccc13)C(=O)[C@H](CC(=O)NCc1cccc(C(F)(F)F)c1)C2	-5	nt	?	nt	-12%	nt	-25%	?	-23%
OC(C#CCN1CCOCC1)(c1ccccc1)C1CCCCC1 (stereo not given)	17	-13%	8%	14%	-24%	-41%	1%	i	1%
CCSc1nnc(-c2ccc(S(=O)(=O)N3CCOCC3)cc2)n1CC1CCCO1 (stereo not given)	-3	28%	-12%	1%	7%	-31%	-2%	i	-8%
O=C(O)c1cc(Cl)n[nH]c1=O	0	nt	18%	nt	0%	6%	20%	i	21%
O=C(/C=C/c1ccc(Cl)cc1)NC(=S)Nc1ccc(CN2CCOCC2)cc1	-10	21µM*	0%	22%	0%	3%	-23%[11.3 µM]	i	1%
O=C(O)c1ccccc1-c1ccccc1C(=O)NCc1ccccc1Cl	22	1%	2%	-16%	14%	-28%	6%	i	-3%
COc1cc(C(=S)N2CCOCC2)ccc1O	0	-2%&-7%	-5%	-1%&0%	-16%	8%	-15%&-2%	?	1%
CCOc1cccc(N2C(=O)CC(n3cnc4ccccc43)C2=O)c1 (stereo not given)	-5	0%	4%	4%[9.22 µM]	-6%	-9%	-3%	i	14%
Cc1ccc(NC(=O)CCNC(=O)N2CC(=O)Nc3ccccc32)cc1Cl	27	nt	1%	nt	-12%	-4%	nt	i	3%
CSc1scc2c1-c1nc(SCC(=O)C(C)(C)C)ncc1CC2	6	?	-15%	-5%	-16%	-5%	nt	i	-4%
COC(=O)C(C)N=Cc1ccccc1 (stereo not given)	-12	-2%	19%	0%	1%	-14%	-11%	i	18%
CC(=O)c1c(C)[nH]c(=S)c(C#N)c1-c1ccc(F)cc1	26	-2%	9%	1%	2%	20%	nt	i	13%
N#Cc1ccc(CN2C(=O)NC3(CCCCCC3)C2=O)cc1	6	4%	0%	-13%	16%	-33%	1%	i	-3%
COc1ccc(C(=O)N2CCc3[nH]nc(-c4ccccc4)c3C2)cc1	-18	-3%	-13%	?	-13%	-17%	-28%	i	-14%

Profiles from above. Screens in order: IL1B secr inh | MCF10A rerep | HT1080-NT tox | SW480 rerep | KB-3-1 tox | HepG2 viability | ATXN2 expr inh | S2 tox | HT1080 IDH1KD tx
`COC(=O)C(C)N=Cc1ccccc1` (stereo not given) in the list: -12 | -2% | 19% | 0% | 1% | -14% | -11% | i | 18%
`COc1cc(C(=S)N2CCOCC2)ccc1O` in the list: 0 | -2%&-7% | -5% | -1%&0% | -16% | 8% | -15%&-2% | ? | 1%
`O=C(O)c1ccccc1-c1ccccc1C(=O)NCc1ccccc1Cl` in the list: 22 | 1% | 2% | -16% | 14% | -28% | 6% | i | -3%
